Screening data (PubChem BioAssay)
LEDGF integ inh – blocks HIV-1 LEDGF/p75-dependent DNA integration; TR-FRET IN-LEDGF/p75 DNA integration, Eu/Cy5; hit rate 0.64% among 370,000; AID 743269; inhibition, % at 3.7 µM;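 active = inhibition above the screen-wide mean plus 3 SD, cut at about 13% in these data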;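 also: signal is the Cy5 over europium emission ratio at 671 and 618 nm; 0% = plate median of compound wells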
PG9 binder – small molecules binding HIV-1 gp120 antibody PG9 | TR-FRET gp120-PG9 antibody binding | AID 624416 | hit rate 0.43% among 360,000 | inhibition, % at 6.7 µM; in the data active = inhibition above about 8.5%
SIAE inh – inhibitors of human sialic acid acetylesterase SIAE; Q9HAT2; SIAE FP-Rh probe binding, fluorescence polarization; inhibition, % at 9.66 µM; hit rate 0.69% among 370,000;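 active = inhibition above a cutoff: mean of compounds within the control limits plus 3 SD of those, cut at about 17% in these data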;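 also: 0% = plate median of compound wells and 100% = probe without SIAE protein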
Target sequence (Q9HAT2 whole entry, looked up): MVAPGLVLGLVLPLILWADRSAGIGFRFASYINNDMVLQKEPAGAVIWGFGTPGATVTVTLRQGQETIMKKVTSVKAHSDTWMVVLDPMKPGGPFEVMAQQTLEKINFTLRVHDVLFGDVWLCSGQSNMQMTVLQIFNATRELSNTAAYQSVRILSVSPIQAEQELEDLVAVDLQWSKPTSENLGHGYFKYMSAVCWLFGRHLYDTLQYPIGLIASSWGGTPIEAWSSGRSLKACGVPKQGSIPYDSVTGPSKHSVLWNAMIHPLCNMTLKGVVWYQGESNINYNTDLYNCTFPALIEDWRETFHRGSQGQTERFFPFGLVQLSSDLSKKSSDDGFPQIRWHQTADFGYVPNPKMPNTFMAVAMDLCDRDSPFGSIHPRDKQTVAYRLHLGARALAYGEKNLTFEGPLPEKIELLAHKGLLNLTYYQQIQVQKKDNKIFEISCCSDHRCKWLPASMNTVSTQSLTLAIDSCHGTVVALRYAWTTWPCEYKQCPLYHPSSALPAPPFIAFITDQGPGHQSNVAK
ABHD4 inh – inhibits mouse alpha/beta hydrolase domain 4; inhibition, % at 8.92 µM; purified mABHD4, FP-Rh probe fluorescence polarization; Q8VD66; AID 720543; hit rate 0.54% among 370,000;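 active = inhibition exceeding the mean over every tested compound plus 3 SD, cut at about 30% in these data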;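 also: 0% = plate median of compound wells and 100% = S159A mutant with DMSO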
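Assay system: Wild-type mouse ABHD4 protein | Medium: HEPES pH 7.0 buffer, 150 mM NaCl, 0.01% Pluronic F-127 | Incubation: Enzyme–compound pre-incubation 45 min, then probe 60 min, both 25 °C | Technique: Fluorescence polarization with parallel and perpendicular emission, 525/598 nm | Evaluation: % inhibition of FP-Rh probe binding versus controls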
TDP2 inh – blocks human TDP2 phosphodiesterase activity | O95551 | recombinant TDP2, T5PNP hydrolysis, p-nitrophenol absorbance 415 nm | inhibition, % at 12.8 µM | hit rate 0.34% among 370,000 | AID 720702;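 active = inhibition above the mean of all tested compounds plus 3 SD, set per campaign, cut at about 25% in these data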;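 also: 0% = DMSO with enzyme and 100% = buffer with substrate but no TDP2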
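Incubation: 2 h at 37 °C; Test system: recombinant human TDP2; Quantity: enzyme 120 nM; Read-out basis: percent inhibition; Medium: 50 mM Tris-HCl pH 7.5 with Mg2+, KCl, DTT, BSA; Repeats: single replicate; Compound: 12.8 µM single point, 1% DMSO; Signal: epi absorbance; Reagent: 5 mM T5PNP chromogenic substrate; Benchmarks: no-enzyme high, DMSO-plus-enzyme low.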
TCR CD3 inh – inhibitors of human TCR-CD3 interaction. hit rate 0.37% among 360,000. inhibition, % at 9.4 µM. TAMRA-labeled TCR probe fluorescence, biochemical; in the data active = inhibition above about 19%;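 also: recombinant mutant TCR 2C K166C tagged with TAMRA read by polarization; 0% = receptor in buffer alone and 100% = receptor with positive control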
HTRA1 inh – blocks human HTRA1 serine peptidase; recombinant HTRA1, FP-rhodamine activity-based probe, fluorescence polarization; Q92743; hit rate 0.5% among 340,000; inhibition, % at 5.96 µM; in the data active = inhibition above about 36%;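 also: 0% = enzyme with DMSO and 100% = wells lacking enzyme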
PRMT1 FP inh – PRMT1 (human) inhibition, primary screen | Q99873 | hit rate 1.3% among 370,000 | inhibition, % at 2.79 µM | recombinant PRMT1, activity-based probe fluorescence polarization;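 active = inhibition above about 21% made by adding two undisclosed values, limit read from the data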
Tn7 DDE FP – DD(E)-Tn7 binding inhibition, primary FP screen. inhibition, % at 8.3 µM. P02675. FP displacement of FITC-Tn7 peptide from fibrin DD(E); 0% = median of compound wells per plate. hit rate 0.13% among 370,000. AID 720508;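 active = inhibition above the mean of compounds falling within the control limits plus 3 SD of them, cut at about 14% in these data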;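 also: 0% = plate median of compound wells and 100% = 10 µM Aha-Tn7 peptide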
Target sequence (P02675 whole entry, looked up): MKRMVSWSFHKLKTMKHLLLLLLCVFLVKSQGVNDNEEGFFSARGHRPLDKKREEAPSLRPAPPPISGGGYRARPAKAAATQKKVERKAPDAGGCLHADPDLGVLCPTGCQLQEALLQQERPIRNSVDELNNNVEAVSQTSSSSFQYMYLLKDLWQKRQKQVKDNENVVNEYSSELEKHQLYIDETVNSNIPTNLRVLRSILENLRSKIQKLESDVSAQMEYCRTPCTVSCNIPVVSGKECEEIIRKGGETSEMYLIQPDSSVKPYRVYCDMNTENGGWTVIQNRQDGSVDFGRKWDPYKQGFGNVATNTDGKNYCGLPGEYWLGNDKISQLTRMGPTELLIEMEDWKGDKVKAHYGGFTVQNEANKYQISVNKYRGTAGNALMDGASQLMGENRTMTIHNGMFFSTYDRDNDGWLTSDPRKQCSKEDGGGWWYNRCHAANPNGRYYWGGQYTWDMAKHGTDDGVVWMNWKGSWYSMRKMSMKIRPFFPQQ
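assay system = human clot-derived fibrin DD(E) complex | quantity = Fibrin-DD(E) at 2 µM final | timing = 10 min preincubation, 3 h with tracer, room temperature | signal = fluorescence polarization | measure = percent inhibition | benchmarks = high control wells with 10 µM unlabelled Aha-Tn7 peptide (full inhibition) | replicates = singlicate testing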
UHRF1 binding – human UHRF1 methylated DNA binding inhibitors | hit rate 0.75% among 370,000 | inhibition, % at 4.4 µM | UHRF1 binding to methylated oligo, TR-FRET | AID 687016; in the data active = inhibition above about 21%;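 also: UHRF1 SRA domain binding a hemimethylated CpG hairpin DNA probe; 0% = median of test compound wells and 100% = reference inhibitor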
Starred values were filed as active, the others as inactive; x = not tested or not shown.

A first look (5 entries):
LEDGF integ inh	PG9 binder	SIAE inh	ABHD4 inh	TDP2 inh	TCR CD3 inh	HTRA1 inh	PRMT1 FP inh	Tn7 DDE FP	UHRF1 binding	SMILES
1	0.7	0	4	7	-1	-5	-4	-2	-1	CCCCn1c(=O)c(C(=O)OCC)c(O)c2ccccc21
2	1.9	4	-2	7	28*	5	-1	-1	-1	Cn1cnc2c(cnn2C)c1=O
-2	2.0	10	-3	-22	-3	-4	6	8	1	Cc1cc(C)cc(C(=O)NCC(=O)OCC(=O)Nc2ccc(C)cc2Br)c1
1	-1.2	6	-2	9	-3	8	4	6	0	O=C(Cc1ccc(F)cc1)OCn1nnc2ccccc2c1=O
0	0.9	1	0	2	1	8	-1	4	-1	COc1ccc(C(=O)CSc2nc(C)cc(=O)[nH]2)cc1

The whole of this part, previewed entries included:
LEDGF integ inh	PG9 binder	SIAE inh	ABHD4 inh	TDP2 inh	TCR CD3 inh	HTRA1 inh	PRMT1 FP inh	Tn7 DDE FP	UHRF1 binding	SMILES
1	0.7	0	4	7	-1	-5	-4	-2	-1	CCCCn1c(=O)c(C(=O)OCC)c(O)c2ccccc21
2	1.9	4	-2	7	28*	5	-1	-1	-1	Cn1cnc2c(cnn2C)c1=O
-2	2.0	10	-3	-22	-3	-4	6	8	1	Cc1cc(C)cc(C(=O)NCC(=O)OCC(=O)Nc2ccc(C)cc2Br)c1
1	-1.2	6	-2	9	-3	8	4	6	0	O=C(Cc1ccc(F)cc1)OCn1nnc2ccccc2c1=O
0	0.9	1	0	2	1	8	-1	4	-1	COc1ccc(C(=O)CSc2nc(C)cc(=O)[nH]2)cc1
-6	-2.6	3	5	9	2	5	-3	3	1	CCN1CCN(C(=O)CCc2nnc3ccc(N4CCN(c5cccc(OC)c5)CC4)nn23)CC1
-6	0.5	2	-3	0	6	-7	-6	3	-3	Cc1ccccc1-c1ncc(CN2CCC(CO)(CCCc3ccccc3)CC2)cn1
6	-0.5	-14	-7	-7	4	2	0	-3	-2	O=C(Oc1cccc(F)c1)c1ccc2c(=O)n3c(nc2c1)CCC3
2	-3.5	1	-1	6	4	6	-3	-3	0	CCOc1cc(C(C(=O)NCC2CCCO2)N(C(=O)Cn2nnc3ccccc32)c2ccccc2C)ccc1O (configuration not stated)
0	-0.2	-3	3	9	1	-6	0	-2	-2	Cc1ccc(S(=O)(=O)N2c3ccccc3NC(=O)C2CC(=O)Nc2ccccc2)cc1 (configuration not stated)
8	-3.2	2	-16	-8	-7	-16	2	0	-1	Cc1occc1C(=O)Nc1cccc(C(=O)NCc2ccccc2)c1
2	-2.5	-5	8	-6	7	43*	17	-2	0	O=C(/C=C/c1cccc(Cl)c1)c1ccc([N+](=O)[O-])o1
1	-2.5	-11	-2	-4	-1	-29	0	-6	1	COc1cc(OC)cc(C(=O)Nc2ccc3nc4n(c(=O)c3c2)CCCC4)c1
2	-1.2	-4	0	-2	7	2	0	1	-3	CC1(C)NC(=O)N(CC(=O)NNC(=O)c2ccccc2F)C1=O
-1	0.3	1	-2	-15	-4	-4	0	0	1	Cc1ccc(S(=O)(=O)Cc2nc3ccccc3c(=O)[nH]2)cc1
-4	5.2	6	3	2	2	3	14	3	-2	O=c1c2sccc2nc(SCc2cc(=O)n3cc(Br)ccc3n2)n1Cc1ccccn1
0	-1.9	-2	7	-11	4	3	2	1	-2	CC(Sc1nnc(N)s1)C(=O)Nc1nccs1 (configuration not stated)
-2	0.4	2	4	10	0	7	-4	3	11	CCCCCCCC(=O)Nc1cc(C(=O)NCCC)ccc1N1CCC2(CC1)CC(c1cccc(Br)c1)=NO2
2	-1.7	1	0	4	4	-19	0	4	-2	CC(=O)c1cccc(NC(=O)N2CCc3ccccc3C2)c1
-1	-2.0	0	0	-11	2	x	-2	1	-2	COCCNc1nc(NCc2cccc(OC)c2OC)c2sccc2n1
1	-1.4	3	4	7	10	0	-3	-6	12	COc1ccc(OC)c(NC(=O)c2cc3c(Cl)nc4ccccc4c3s2)c1
1	0.1	5	3	0	11	4	-4	2	-4	COc1ccc(C(=O)NNC(=S)NC(=O)c2ccc(OC)cc2)cc1
2	-2.0	-2	-3	5	-4	x	5	-2	0	CCOC(=O)C1(C)CCN1C(=O)c1cccc(Cl)c1 (configuration not stated)
0	1.5	3	0	5	-4	-4	-1	4	-2	O=C(Cc1ccc(F)cc1)Nc1cccc(S(=O)(=O)N2CCCC2)c1
-2	1.5	-10	-9	-5	-14	-1	4	6	1	O=C(CCc1nnc(C2CCCCC2)o1)NCc1cccc(-n2cccn2)c1
4	-2.5	-13	-2	-5	2	-11	-6	-6	-2	CC(=O)c1ccc(NC(=O)C2CC2c2ccccc2)cc1 (configuration not stated)
-4	1.8	-6	5	-5	-4	2	3	-3	-1	COc1ccc(C(=O)NC(=O)NC2(C(Cl)(Cl)Cl)OCCO2)cc1
-3	0.1	-1	2	12	2	-3	2	3	-2	O=C(NCC1CCCCC1)c1ccc(F)cc1Cl
0	0.5	-2	-4	-14	-10	4	-5	-2	4	CN(NS(=O)(=O)c1ccccc1)C(=O)c1ccccc1
1	-1.2	2	-9	1	4	0	-2	-3	-2	CN(C)CCN1C(=O)c2oc3ccc(Cl)cc3c(=O)c2C1c1cccc(Br)c1 (configuration not stated)
1	-0.8	1	2	6	2	8	1	0	-4	CCNc1nc(NCC)n2c(SCC(=O)Nc3c(C)cccc3C)nnc2n1
-1	-1.3	-8	4	3	-2	1	2	0	0	CC(=O)c1cn(-c2ccc(Cl)cc2)c(=O)n(Cc2ccc(Br)cc2)c1=O
-3	-0.4	0	-2	-8	6	1	-1	4	3	O=C(O)CCc1nnc(SCC(=O)Nc2cccc(C(F)(F)F)c2)[nH]c1=O
7	-0.8	-2	-1	-18	0	3	-5	-8	1	CCc1cccc(NC(=S)Nc2ccc(CN3CCOCC3)cc2)c1
0	1.0	4	9	4	2	1	-1	-2	0	CC(C)(C)C1CCC2(CC1)CC(=O)c1ccccc1O2 (configuration not stated)
7	-0.2	-2	-3	1	3	-2	-1	-7	-1	COC(=O)c1ccccc1S(=O)(=O)N1CCC(C(=O)NCCC2=CCCCC2)CC1
1	-3.4	-4	-1	2	5	-3	-3	-5	-1	O=C(COc1ccc(Cl)cc1Cl)N/N=C/C1CC=CCC1 (configuration not stated)
6	-1.8	-3	1	-10	5	2	12	-1	-2	COc1cc(CNn2cn[nH]c2=S)cc(Cl)c1OCc1ccccc1
2	-1.4	6	1	11	2	2	-2	6	-2	CC(=O)Oc1ccc(C(c2ccc(OC(C)=O)cc2)c2ccccn2)cc1
-2	-1.1	13	2	5	2	2	-2	-5	-1	CN(C)/C=N/c1nc2ccc3c(c2s1)CCCC3
2	-1.6	3	-1	9	10	-11	-2	2	-4	COc1cccc(NC(=O)C2CCN(C(=O)[C@@H]3Cc4ccccc4CN3C(=O)OC(C)(C)C)CC2)c1
-1	8.9*	-11	-11	6	6	-40	-1	-2	4	Cn1c(-c2ccc(C=O)s2)nc2c3ccccc3c3ccccc3c21
-4	-2.2	1	-6	2	-7	-2	3	-1	0	CCn1c(SCC(=O)Nc2cc(C)on2)nc2c(c1=O)SCC2
-3	-0.6	-13	-29	-9	-31	-19	1	4	0	Cc1ccccc1-n1c(=O)/c(=C\c2ccco2)s/c1=C(/C#N)C(=O)Nc1ccccc1
-6	-1.0	10	1	-16	2	2	-6	-3	-1	Cc1ccc[n+](/C(=C\C(=C=[N-])C#N)C(=O)c2ccc(Cl)cc2)c1
0	-2.0	1	0	-6	2	5	-2	2	-2	O=C(NCc1cccs1)c1ccc(N2CCCCC2)nc1
3	-0.5	1	5	4	3	-5	1	8	-2	COc1ccccc1CNc1ncc(-c2ccc(F)cc2)n1C
0	-2.9	6	3	12	0	-4	0	-2	1	CCOc1ccccc1NC(=O)CN1CCN(C(=O)C2CCCO2)CC1 (configuration not stated)
-1	-2.4	1	4	4	0	-4	1	9	-3	C(=N\n1c2ccccc2c2ccccc21)/c1ccccc1
-2	-1.1	4	4	-3	2	-5	3	1	3	O=C(Cn1c2[n+](c3ccc(C(F)(F)F)cc31)CCCCC2)Nc1ccccc1

Carrying on.
LEDGF integ inh	PG9 binder	SIAE inh	ABHD4 inh	TDP2 inh	TCR CD3 inh	HTRA1 inh	PRMT1 FP inh	Tn7 DDE FP	UHRF1 binding	SMILES
-3	-1.8	3	1	-1	0	-6	5	0	13	O=C(O)/C=C/C(=O)Nc1ccc(C2(c3ccc(NC(=O)/C=C/C(=O)O)cc3)c3ccccc3-c3ccccc32)cc1
1	0.1	3	-4	-1	11	-98	-1	-2	0	Cc1ccccc1OCCN1C(=O)C(=O)c2cccc(C)c21
-2	1.4	-5	-12	-12	8	13	0	-5	1	CSc1ncccc1C(=O)OCC(=O)Nc1ccc(S(=O)(=O)N2CCCC2)cc1
0	-0.9	9	2	-10	4	-4	0	3	-4	Cc1nc(C(F)(F)F)c(C(=O)N=CN(C)C)s1
-1	-1.4	6	1	12	-1	6	3	-3	-1	CCCCc1nc2cc(C(=O)N3CCN(c4cnccn4)CC3)ccc2o1
8	3.4	-9	25	-23	-4	-5	-5	-3	2	Cc1cccc2c1cnn2C(=O)CCC(=O)NC1CCCCC1
-1	-0.5	9	18	9	4	-4	0	-4	-2	CCc1nnc(NC(=O)c2sc3nc4c(cc3c2N)CCCCCC4)s1
-2	-0.6	-1	-3	1	2	-17	-1	-2	0	O=S(=O)(c1ccccc1)N1CCCCC1CCc1ccccc1 (configuration not stated)
-5	-0.9	-8	-1	3	-10	1	3	3	6	O=[N+]([O-])c1ccc(CN2CCN(c3nc4ccccc4s3)CC2)cc1
-2	0.2	-6	3	3	2	-11	0	2	-2	Cc1ccc(CCS(=O)(=O)c2ccc(C(C)(C)C)cc2)cn1
-1	-1.0	2	3	2	-7	0	-1	-7	-1	N/C(=N\OC(=O)COc1ccc(Br)cc1)c1cccc([N+](=O)[O-])c1
-2	-2.4	3	-1	8	2	-12	2	-5	1	CC(C)C(=O)NC(Nc1cccc([N+](=O)[O-])c1)C(Cl)(Cl)Cl (configuration not stated)
1	1.0	1	-4	-5	-6	1	6	0	9	CCN(CC)CCNc1c(C)cc(CO)c(Cl)c1C
2	-1.1	-2	3	-2	-8	-8	-3	-11	4	Cc1cccc(NC(=S)N(Cc2ccc(Br)cc2)Cc2ccc(C(=O)O)cc2)c1
-1	-1.3	0	1	3	6	1	-2	9	-1	CC(=O)c1cc(CN2CCC(N3CCC(C(=O)N4CCCC4)CC3)CC2)cs1

The order is random, and some 4.2% of all compounds hit somewhere here.
